# Screening data from PubChem.
# EBI2 block: EBI2 receptor antagonists, beta-arrestin recruitment, primary screen, cell-based, luminescence, 7a,25-OHC stimulation, uHTS | 360,000 compounds, 0.81% hits | 7a,25-OHC stimulated | inhibition, % at 5 µM | G-protein coupled receptor 183 (Homo sapiens), P32249; in the data active means inhibition above about 38%;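 further: enzyme fragment complementation signal reports receptor beta-arrestin coupling in cells; 0% = agonist plus DMSO wells and 100% = wells without agonist; some results beyond the cut were filed as inactive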
# APJ agonist: agonists of human apelin receptor APJ, primary screen, CHO-K1 cells, PathHunter beta-arrestin, luminescence; AID 2520, 2010; activation, % at 20 µM; 0% DMSO wells, 100% apelin; 330,000 compounds, 0.11% hits; P35414;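 active means activation more than six SD over the plate average, tested at 20 µM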;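 further: 0% = DMSO alone and 100% = apelin-13 at 10 nM; some results filed as inactive read as strong as hits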
# Target sequence (P35414 whole entry, looked up): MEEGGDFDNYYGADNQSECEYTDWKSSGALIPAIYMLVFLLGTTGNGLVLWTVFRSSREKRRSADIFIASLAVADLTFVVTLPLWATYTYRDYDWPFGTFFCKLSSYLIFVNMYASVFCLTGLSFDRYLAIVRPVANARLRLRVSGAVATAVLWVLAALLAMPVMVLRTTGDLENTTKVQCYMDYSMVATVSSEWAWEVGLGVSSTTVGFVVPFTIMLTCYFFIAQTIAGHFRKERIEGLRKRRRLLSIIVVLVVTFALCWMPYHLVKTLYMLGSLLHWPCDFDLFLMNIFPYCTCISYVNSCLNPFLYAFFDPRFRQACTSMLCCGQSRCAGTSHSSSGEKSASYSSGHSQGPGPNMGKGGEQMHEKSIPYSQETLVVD
#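 Test system: CHO-K1 APJ beta-arrestin complementation cell line | Compound: Single test compound dose, 20 µM final, 1% DMSO | Incubation: Compound 90 min 25 °C, reagent 1 h | Measured by: beta-gal luminescence | Read-out basis: APJ–arrestin association signal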
# ATG4B inh: ATG4B protease inhibitors, primary screen, biochemical, fluorescence, uHTS. Cysteine protease ATG4B (Homo sapiens), Q9Y4P1. ATG4B cleavage of LC3-PLA2, NBD-HPC fluorescence, 1 h. inhibition, % at 8.33 µM. 340,000 compounds, 0.51% hits; in the data active means inhibition above about 40%
# CXCR6 inh: CXCR6 receptor inhibitors, primary screen, cell-based, beta-arrestin, luminescence, CHO-K1 PathHunter, 1536-well; inhibition, % at 20 µM; 360,000 compounds, 0.36% hits; in the data active means inhibition above about 34%, passing the limit was not always enough;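 further: antagonist mode with CXCL16 agonist at 10 nM final; 0% = 10 nM CXCL16 with DMSO and 100% = unstimulated wells without agonist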
# UBC13 polyUb: UBC13 polyubiquitin chain formation inhibitors, primary screen, biochemical, TR-FRET, uHTS | inhibition, % at 20 µM | 330,000 compounds, 0.47% hits | AID 485273, 2010; in the data active means inhibition above about 45%, passing the limit was not always enough
# Target sequence (P61088 whole entry, looked up): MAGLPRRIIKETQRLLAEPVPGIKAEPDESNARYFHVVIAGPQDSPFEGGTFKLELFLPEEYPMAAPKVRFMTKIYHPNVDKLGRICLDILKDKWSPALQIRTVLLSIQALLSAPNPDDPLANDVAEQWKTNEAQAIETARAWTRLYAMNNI
# CCR6 antag: CCR6 receptor antagonists, primary screen, cell-based, CHO-K1, luminescence, beta-arrestin, uHTS | C-C chemokine receptor type 6 (Homo sapiens), P51684 | CHO-K1 CCR6 PathHunter beta-arrestin, CCL20-stimulated | inhibition, % at 20 µM | 340,000 compounds, 0.49% hits;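 active means compounds whose inhibition of the agonist-driven luminescence signal at 20 µM reaches about 50%, limit read from the data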;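 further: cells stimulated with CCL20 at 14 nM final; plate controls were DMSO with CCL20 for no effect and DMSO without agonist for full effect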
# Target sequence (P51684 whole entry, looked up): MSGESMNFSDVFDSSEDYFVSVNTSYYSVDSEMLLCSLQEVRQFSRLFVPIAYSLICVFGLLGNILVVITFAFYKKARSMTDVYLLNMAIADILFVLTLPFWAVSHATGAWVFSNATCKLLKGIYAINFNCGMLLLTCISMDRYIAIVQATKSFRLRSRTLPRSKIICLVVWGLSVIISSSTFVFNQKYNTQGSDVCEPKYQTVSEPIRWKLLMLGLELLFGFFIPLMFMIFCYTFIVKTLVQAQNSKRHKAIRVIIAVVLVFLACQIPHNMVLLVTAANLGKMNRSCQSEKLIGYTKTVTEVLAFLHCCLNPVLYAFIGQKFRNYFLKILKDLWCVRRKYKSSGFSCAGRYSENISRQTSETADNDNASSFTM
# APJ antagonist: antagonists of human apelin receptor APJ, primary screen, CHO-K1 cells, beta-arrestin complementation, luminescence | inhibition, % at 20 µM | 330,000 compounds, 0.32% hits | P35414;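 active means inhibition above about 40% at 20 µM, limit read from the data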;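 further: cells challenged with 10 nM apelin-13 agonist together with compound; plate controls were apelin-13 plus DMSO wells for no effect and DMSO wells lacking apelin-13 for full effect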
# Gli-Sufu block: Gli-Sufu pathway antagonists, primary screen, luciferase luminescence, Sufu-KO-LIGHT cells, uHTS | inhibition, % at 5 µM | Sufu-KO-LIGHT fibroblasts, Gli luciferase reporter luminescence | 340,000 compounds, 0.74% hits;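 active means inhibition above about 55%, limit read from the data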;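 further: 0% = DMSO-treated cells and 100% = wells with medium but no cells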
# Active calls of the source: *; / = no result given. The order is random. About 3% of those tested had a hit in this group.
# Start of the listing, in advance:
# Values run as follows: EBI2 block	APJ agonist	ATG4B inh	CXCR6 inh	UBC13 polyUb	CCR6 antag	APJ antagonist	Gli-Sufu block
O=C(COc1ccc2c3c(c(=O)oc2c1)CCC3)NC1CCN(Cc2ccccc2)CC1
 : -8	-5	2	-1	5	12	-14	21
CCC(C)(C)C1CCc2c(sc(N)c2C(N)=O)C1 (centres undefined)
 : 38	3	7	-14	-6	3	1	2
N/C(=N\OC(=O)c1cccc(Br)c1)c1ccccn1
 : -39	34*	-5	-22	1	-37	-158	-52
COc1ccc(NC(=O)CCSc2nnc(C)s2)cc1
 : 6	-7	-3	0	-4	2	-12	-7
Cc1cccc(C(=O)Oc2ccccc2-c2nnco2)c1
 : 9	-2	9	-5	-1	-7	7	-10
CN(C)NC(=S)Nc1cccc(C(F)(F)F)c1
 : 11	3	-4	4	6	3	15	11

# This part in full (from the top)
# Values run as follows: EBI2 block	APJ agonist	ATG4B inh	CXCR6 inh	UBC13 polyUb	CCR6 antag	APJ antagonist	Gli-Sufu block
O=C(COc1ccc2c3c(c(=O)oc2c1)CCC3)NC1CCN(Cc2ccccc2)CC1
 : -8	-5	2	-1	5	12	-14	21
CCC(C)(C)C1CCc2c(sc(N)c2C(N)=O)C1 (centres undefined)
 : 38	3	7	-14	-6	3	1	2
N/C(=N\OC(=O)c1cccc(Br)c1)c1ccccn1
 : -39	34*	-5	-22	1	-37	-158	-52
COc1ccc(NC(=O)CCSc2nnc(C)s2)cc1
 : 6	-7	-3	0	-4	2	-12	-7
Cc1cccc(C(=O)Oc2ccccc2-c2nnco2)c1
 : 9	-2	9	-5	-1	-7	7	-10
CN(C)NC(=S)Nc1cccc(C(F)(F)F)c1
 : 11	3	-4	4	6	3	15	11
Cc1ccc(-n2nc(C)c(/C=N/NC(=O)c3cccnc3)c2Cl)cc1
 : -12	-2	-1	-27	0	-4	3	-5
CC(Sc1nnc(Nc2ccccc2F)s1)C(=O)NC1CC1 (centres undefined)
 : 6	-4	3	3	9	1	10	-5
O=C(CCc1nnc(Cc2ccc(-c3ccccc3)cc2)o1)N1CCCC1
 : -22	-1	-5	1	-4	6	3	6
COc1ccc(CN(C)C(=O)CNC(=O)Cc2cccc3ccccc23)c(OC)c1OC
 : 5	-2	0	-1	1	-3	6	13
CC1CC(=O)Nc2ccccc2N1C(=O)Cn1cnc2ccc(Br)cc2c1=O (centres undefined)
 : -4	1	-9	29	-3	9	24	-1
CCOC(=O)c1ccc(NC(=O)CSc2nc(C)nc3c2c(=O)n(C)c(=O)n3C)cc1
 : -5	5	0	-7	-3	6	8	5
CN(C)c1nc(OCCNC(=O)COc2ccc(Cl)cc2Cl)nc(N2CCOCC2)n1
 : -3	-3	-7	0	6	9	-5	-4
CCC1Sc2ccc(S(=O)(=O)CCC(=O)Nc3ccccc3Br)cc2NC1=O (centres undefined)
 : -3	3	-9	-7	-5	-3	21	6
Cc1nc(C)c(C(=O)Nc2ccccc2-c2ccccc2)o1
 : -8	-1	11	8	-2	10	-1	-9
COc1ccc(N(Cc2cc3cc(C)ccc3[nH]c2=O)C(C)=O)cc1
 : -1	-2	-1	10	3	-1	2	4
CCOc1cc(NC(=S)NCCCN2CCOCC2)c(OCC)cc1NC(=O)C1CCCCC1
 : 1	1	-15	-6	-17	-1	18	22
O=C(Cn1ncc2c(=O)oc3ccccc3c21)NCCN1CCN(c2ccccc2F)CC1
 : 6	-8	-7	5	-2	16	18	-9
O=C(Nn1c(O)c(C=C2N=c3ccccc3=N2)sc1=S)c1ccc(Cl)cc1
 : 12	-3	4	12	-23	17	10	4
CCOC1(C(F)(F)F)NC(=O)N(Cc2ccc(OC)cc2)C1=O (centres undefined)
 : -13	-4	12	2	1	-1	-1	-1
CC1OC(C)(C)OC1C1CNc2nc(NC(=O)C(C)(C)C)[nH]c(=O)c2N1C(=O)c1cccnc1 (centres undefined)
 : -4	-2	4	-4	-15	-7	6	9
CC(C)CC(c1nnnn1Cc1ccccc1)N1CCC(C(N)=O)CC1 (centres undefined)
 : 8	-22	-8	-2	-6	-2	-18	7
CC(=O)c1cccc(NC2c3ccccc3C(=O)N2Cc2ccc3c(c2)OCO3)c1 (centres undefined)
 : 0	-3	-9	8	7	9	5	0
COC1OCC(O)C(OC(=O)c2ccccc2)C1OC(=O)c1ccccc1 (centres undefined)
 : 4	/	-4	-5	/	13	/	2
Cn1c(=O)[nH]c(=O)c2c1nc(SCCO)n2CC(O)COc1ccccc1 (centres undefined)
 : -6	-1	-10	-3	-3	0	7	2
Nc1nnc(CC(=O)N/N=C/c2cccc(OCCOc3ccccc3)c2)s1
 : -6	3	-13	-6	-4	10	-3	4
CCc1ccc(OCCn2ccnc2)cc1
 : -3	-4	-3	9	11	-15	7	-23
O=C(NNC(=O)c1ccncc1)c1ccncc1
 : 2	-1	-10	-4	-7	2	-8	-21
COc1ccc(P(=O)(COc2ccc([N+](=O)[O-])cc2)c2ccc(OC)cc2)cc1
 : -2	-2	-25	5	8	16	5	0
COc1ccc(Br)cc1CN(C)C(=O)c1cnc(C)cn1
 : -10	-6	-7	15	6	12	17	4

# In another format: entries from further up.
Nc1nnc(CC(=O)N/N=C/c2cccc(OCCOc3ccccc3)c2)s1
  EBI2 block = -6
  APJ agonist = 3
  ATG4B inh = -13
  CXCR6 inh = -6
  UBC13 polyUb = -4
  CCR6 antag = 10
  APJ antagonist = -3
  Gli-Sufu block = 4

Cc1nc(C)c(C(=O)Nc2ccccc2-c2ccccc2)o1
  EBI2 block = -8
  APJ agonist = -1
  ATG4B inh = 11
  CXCR6 inh = 8
  UBC13 polyUb = -2
  CCR6 antag = 10
  APJ antagonist = -1
  Gli-Sufu block = -9

O=C(CCc1nnc(Cc2ccc(-c3ccccc3)cc2)o1)N1CCCC1
  EBI2 block = -22
  APJ agonist = -1
  ATG4B inh = -5
  CXCR6 inh = 1
  UBC13 polyUb = -4
  CCR6 antag = 6
  APJ antagonist = 3
  Gli-Sufu block = 6

# The results go on:
# Values run as follows: EBI2 block	APJ agonist	ATG4B inh	CXCR6 inh	UBC13 polyUb	CCR6 antag	APJ antagonist	Gli-Sufu block
COC(=O)c1cc(C(=O)OC)[nH]n1
 : -1	-3	-7	11	4	-10	-1	-4
CSCCC(NC(=O)c1ccccc1Br)C(=O)NCC(c1ccco1)N1CCCCC1 (centres undefined)
 : -8	-3	-1	2	-5	13	-26	8
O=S(=O)(c1ccc(F)cc1)N1CCC(c2nc3ccccc3[nH]2)CC1
 : 10	1	7	-3	4	4	-15	-7
NC1=NC2(CCC(c3ccccc3)CC2)n2c(nc3ccccc32)N1 (centres undefined)
 : 0	-1	8	5	-5	-16	13	8
CCOC(=O)c1c(C)nn(-c2ncccc2NC(=O)NC(C)C)c1C
 : -3	5	-1	-4	4	5	-6	-2
Cc1ccc(S(=O)(=O)NCC2CCC(C(=O)NCCCN3CCOCC3)CC2)cc1 (centres undefined)
 : -8	1	-8	-3	-1	-18	10	3
CCn1c(CC(=O)Nc2ccc(Cl)cc2)nnc1SCC(=O)N1CCOCC1
 : -5	7	1	-9	9	-5	0	-10
CCOC(=O)CNC(=S)n1ncnc1N
 : -5	-1	-5	-10	-5	12	-1	4
O=C(CCc1ccccc1)Nc1ccc(N2CCOCC2)c(Cl)c1
 : 11	0	-2	-2	1	9	-10	-2
O=C(Cc1ccccc1)Nc1nc(-c2ccc(F)c(F)c2)cs1
 : 2	1	-3	-6	-3	-14	12	-6
CC(C)C[C@@H]1CN=C(N)N1C[C@@H]1CCCN1C[C@H](C)N1C[C@@H](Cc2ccccc2)N(CCCC2CCCC2)C1=N
 : -1	-5	14	-1	61*	6	14	12
CCOc1ccc(OCC(=O)Nc2c3c(nn2C(C)(C)C)CS(=O)(=O)C3)cc1
 : 4	-1	-5	6	-3	-2	-15	-6
N#C/C=C(/N)N1CCN(c2ccc(Cl)c(Cl)c2)CC1
 : -4	-3	1	-2	-6	31	4	4
CCCOc1ccc(C(=O)NNC(=S)NC(=O)CC)cc1
 : -2	-9	7	48*	66*	78*	54*	30
Cc1nc2ccccc2n1Cc1ccc(Br)cc1
 : -6	2	-11	-3	-7	19	-13	62*
S=C(NCCc1ccccc1)N/N=C/c1ccc(Cl)cc1
 : 16	3	-1	-1	-5	-9	13	-11
Cn1c2c(c(=O)n(C)c1=O)C(NC(=O)C(C)(C)C)(C(F)(F)F)C(=O)N2 (centres undefined)
 : 2	-1	-8	-9	6	1	0	2
CCN(CC)CCNC(=O)c1ccc2c(c1NCCO)C(=O)c1ccccc1C2=O
 : 1	-1	1	8	-267	19	-7	42
COc1cc(OC)cc(C(=O)NCC2CCCN(C(=O)c3oc(C)cc3C)C2)c1 (centres undefined)
 : -1	3	3	-5	4	2	0	-4
O=C(O)Cn1c(=O)c2c3c(sc2n(Cc2ccccc2F)c1=O)CCCC3
 : -4	-5	5	2	-7	1	3	-8
CCc1nnc(NC(=O)CSc2nnc(C3CCCCC3)n2-c2cccc(Cl)c2)s1
 : -2	-6	-12	-4	-21	-2	1	18
COc1ccc(-c2c(C(=O)O)c(-c3ccccc3)cn2C)cc1
 : -13	13	-11	5	-6	-2	-23	-4
O=c1cc[nH]c2ccc([N+](=O)[O-])cc12
 : -4	3	-7	3	7	-24	-4	-8
COC(=O)c1ccc(CSc2ccccc2C)o1
 : -6	-2	2	-6	7	13	-13	-4
COc1ccccc1/C=C/C=N/NC(=O)CN1CCN(Cc2ccccc2)CC1
 : -9	2	-3	6	-10	0	11	4
O=C1CSC(c2ccccc2[N+](=O)[O-])N1CCc1ccccc1 (centres undefined)
 : 26	-1	-6	-9	-1	2	10	3
CCc1ccc(NC(=O)C/C(C)=N/NC(=O)COc2ccc(C)cc2Br)cc1
 : -9	1	-14	2	6	-7	6	17
Cc1csc(N(C)C(=O)CSc2nnc(COc3ccccc3C)o2)n1
 : 2	-5	0	0	4	-5	20	8
COC(C(=O)Nc1ccc(S(=O)(=O)Nc2ccc(C)c(C)c2)cc1)c1ccccc1 (centres undefined)
 : 2	0	-20	-4	9	8	4	5
C=CCOC(=O)C1=C(C)NC(=O)NC1c1ccc(Cl)cc1 (centres undefined)
 : 2	0	2	3	1	-3	-8	-4
Cc1ccc(C2/C(=C(\O)c3c(C)nc4ccccn34)C(=O)C(=O)N2CCN(C)C)o1 (centres undefined)
 : 5	-1	15	-5	-4	-11	0	32
Cc1cc(C)c(NC(=O)CN2C(=O)NC3(CCCc4ccccc43)C2=O)c(Cl)c1 (centres undefined)
 : -6	-7	2	4	7	-2	2	-10
